Source: PubChem (University of Kansas High Throughput Screening Laboratory)
Pf apPOL inh – Pf-apPOL DNA polymerase inhibition; inhibition, % at 10 µM; Recombinant Pf-apPOL, molecular beacon fluorescence, 1.5 h; 0.25% of 210,000 active
mHTT-CaM PPI inh – disrupts binding of mutant huntingtin to calmodulin | AlphaScreen His-mHTT/GST-CaM binding, luminescence | inhibition, % at 15 µM | 3.6% of 190,000 active;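 also: 0% = both proteins with DMSO and 100% = one protein alone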
An asterisk follows results filed as active; i = inactive; x = no result given; & = joins results of further samples. Rule as the data show it: active = inhibition above about 50%; inactive = the rest. A portion of the library; count on the stated rates, not on these rows.

SMILES	Pf apPOL inh	mHTT-CaM PPI inh
Cc1ccc(NC(=O)Nc2cc(F)c3nc(N4CCOCC4)ccc3c2)cc1	-2.8	12.3
O=C(Nc1nnc(SCc2cccc(C(F)(F)F)c2)s1)c1ccco1	3.4	-2.5
CC1(C)CC(=O)C(C2=NC3(CCCCCC3)Cc3ccccc32)=C(O)C1	-8.2	7.0
COc1ccc(N2C(=O)CSC2c2ccc3c(c2)OCO3)cc1Cl (stereo not given)	-4.3	10.0
CCCc1ccc(S(=O)(=O)NCCC2CCN(C(=O)Nc3cccc(C)c3)CC2)cc1	7.8	-6.2
COc1ccc(CC(=O)Nc2c3c(nn2-c2ccc(Cl)cc2)CS(=O)(=O)C3)cc1	-7.0	-5.0
CCOc1ccc(C(=O)Nc2ccc(NC(=O)c3cc4ccccc4o3)c(OC)c2)cc1[N+](=O)[O-]	-5.2	6.5
O=C(NC1CCCCC1)NC1(C(F)(F)F)Oc2ccccc2O1	-2.5	-1.0
COc1cc(C2C3CN(C)CC=C3C(C#N)=C(N)C2(C#N)C#N)ccc1OC(C)C (stereo not given)	-0.4	2.0
O=C(NCC(O)c1ccccc1)C(=O)Nc1ccccc1 (stereo not given)	-2.2	-4.6
COc1ccc(OC)c(NC(=O)N2CCCC(C)(C(=O)NCc3ccccc3C)C2)c1 (stereo not given)	3.7	6.8
COc1ccc(N2C(=O)CC(N(C)Cc3ccccc3)C2=O)cc1 (stereo not given)	-10.7	-3.1
O=C1OC(c2cc([N+](=O)[O-])ccc2Cl)=N/C1=C\c1ccc([N+](=O)[O-])cc1	-1.5	-4.0
CCN(CC)c1ccc(/C=C2/N=C(c3ccccc3)NC2=O)cc1	-4.7	88.0*
Cc1ccccc1CNC(=O)C1c2ccccc2CC(=O)N1C(C)C (stereo not given)	-1.1	10.3
Brc1c(CSc2nc3ccccc3s2)nc2sccn12	2.7	4.0
O=C(Nc1ccc(I)cc1)C1CCN(C(=O)c2ccc(F)cc2)CC1	3.9	2.0
COc1ccc(-c2coc3c4c(ccc3c2=O)OCN(CCCO)C4)cc1	-11.5	4.8
O=C1OC(c2ccccc2Br)=N/C1=C/c1ccc([N+](=O)[O-])cc1	-4.6	-2.0
COc1ccc(OC)c(NC(=O)c2cc3nc(-c4cccs4)cc(C(F)(F)F)n3n2)c1	1.5	14.0
N#Cc1c(SCCN2CCOCC2)sc2c(=O)[nH]c(=O)[nH]c12	x	-8.5
O=C(ONC(=O)c1ccco1)c1ccc(Cl)cc1	-12.2	x
CS(=O)(=O)N(CC(=O)Nc1ccc(C(N)=O)cc1)c1ccc(Br)cc1	-0.4	10.6
Cc1nn(-c2nc3ccccc3s2)c2c1C(c1cc(F)ccc1F)CC(=O)N2 (stereo not given)	-2.6	-7.3
Cc1nc2scc(C)n2c(=O)c1NC(=O)CCc1ccccc1	-0.7	-3.8

More compounds follow.
SMILES	Pf apPOL inh	mHTT-CaM PPI inh
Cc1cc(Cl)ccc1OC(C)C(=O)Nc1nncs1 (stereo not given)	2.4	0.4
CCC1Oc2ccc(Cl)cc2N(CC(=O)NCc2ccco2)C1=O (stereo not given)	-15.8	-3.0
CCn1c(C2CCN(C(=O)c3cccc(Cl)c3)C2)nc2cccnc21 (stereo not given)	-7.2	2.6
Cc1oc2cc(Br)c(OCC(=O)C(C)(C)C)cc2c1C(=O)OC(C)C	-9.1	-0.5
c1ccc(N=Nc2ccc(Nc3ccccc3)cc2)cc1	0.5	x
O=S(=O)(c1ccccc1F)N1CCC(c2noc(-c3ccc(F)cc3)n2)CC1	-10.5	-10.1
COC(=O)c1ccc(Oc2coc3c4c(ccc3c2=O)OCN(C(C)C)C4)cc1 (tested in a mixture with another compound)	1.4	9.3
Cn1c(/C(C#N)=C/c2ccc(O)c([N+](=O)[O-])c2)nc2ccccc21	-10.6	17.0
CN1Cc2cc(Br)ccc2NC1=O	7.6	-1.1
O=C(/C=C/c1ccccn1)c1ccc(NC(=O)c2ccco2)cc1	-0.4	14.4
COc1cccc(C(=O)N2N=C(c3ccc(Br)cc3)CC2(O)C(F)(F)F)c1 (stereo not given)	-1.7	24.0
COc1ccc2c(=O)c(Oc3ccc(C(=O)NCCc4cccs4)cc3)coc2c1	-5.6	-2.1
COC(=O)c1ccc(C(=O)Nc2nnc(Cc3ccc4c(c3)OCO4)o2)cc1	-48.9	56.8*
CCOC(=O)N1CCN(c2ncnc3c2nnn3-c2cccc(F)c2)CC1	5.2	2.0
CCCn1cnnc1C1CCCN(C2CCOCC2)C1 (stereo not given)	-8.8	0.9
COc1ccc(Cl)cc1C(=O)N1CCC(C(=O)Nc2nccs2)CC1	-5.4	-7.3
N/C(=N\O)C(c1ccccc1)c1ccccc1	x	i
CCNC(=O)C1=CCN(C(=O)NC(C)C)CC1	-7.9	-1.2
Cc1c(C(=O)N2CCC(C(N)=O)CC2)cccc1[N+](=O)[O-]	4.1	-0.2
c1ccc(CN2CCN(C3CCCCC3)CC2)nc1	6.3	3.7
CC(=O)N1CCN(c2nc3c(s2)CC(C(=O)N2CCN(C)CC2)CC3)CC1 (stereo not given)	-4.7	10.6
COc1ccccc1CC(=O)Nc1cc(C)c(Cl)cc1OC	-4.8	-11.4
CN(C)CC(=O)N1CCC(c2cc(-c3ccc(F)cc3)n[nH]2)CC1	-4.0	-1.8
O=S(=O)(c1ccc(F)cc1)N1CCCCC1	x	-7.5
Cc1ccc2c(c1)C1CC(C)(O2)N(c2cccc(C(=O)O)c2C)C(=O)N1 (stereo not given)	1.1	-3.5

One compound at a time (already shown).
Entry for `O=C(/C=C/c1ccccn1)c1ccc(NC(=O)c2ccco2)cc1` → Pf apPOL inh: -0.4; mHTT-CaM PPI inh: 14.4
Entry for `CN(C)CC(=O)N1CCC(c2cc(-c3ccc(F)cc3)n[nH]2)CC1` → Pf apPOL inh: -4.0; mHTT-CaM PPI inh: -1.8

(listing goes on)
SMILES	Pf apPOL inh	mHTT-CaM PPI inh
C[C@H]1[C@@H](OC(=O)Nc2ccccc2C(F)(F)F)CC[C@@]23CCCN2C(=O)CCC[C@@H]13	-2.8	0.7
CCc1ccccc1NC(=O)c1cc(S(=O)(=O)N2CCC3(CC2)OCCO3)ccc1F	0.2	14.0
CCC(C)c1c(O)nc2n(c1=O)CCCS2 (stereo not given)	-5.4	-3.6
COCCN1CCC(N2CCCN(C(=O)c3ccc(C)s3)CC2)C1=O (stereo not given)	-0.2	5.7
Cc1cc(NCc2ccccc2)nc(-c2ccccc2O)n1	9.1	-182.3
O=C(c1nccnc1-c1nc2ccccc2s1)N1CCc2ccccc21	-8.4	-3.0
CCN(CC)S(=O)(=O)c1ccc2oc(C(=O)Nc3cc(C)ccc3OC)c(C)c2c1	-11.0	9.0
COc1ccc([N+](=O)[O-])cc1NC(=O)c1c([N+](=O)[O-])cnn1C	-3.3	-3.0
FC(F)Oc1ccccc1C1CC(c2cccc(Br)c2)Nc2ncnn21 (stereo not given)	-7.2	-2.0
CCC(=O)NCc1nc2c(n1CC)CN(C(=O)Cc1ccccc1Cl)CC2	-1.7	2.6
CCCc1cc(=O)oc2cc(OCC(=O)OCC(=O)c3ccc(Cl)cc3)ccc12	-9.1	x
CC(=O)Nc1cccc(C2=NN(C(C)=O)C(c3ccc4nccnc4c3)C2)c1 (stereo not given)	-4.7	-6.5
COc1ccc(CCN2CC(C(=O)N3CCN(CC(C)C)CC3)CC2=O)cc1OC (stereo not given)	1.9	-2.0
CC(=O)Nc1ccc(NC(=O)c2cccc([N+](=O)[O-])c2C)cc1	1.4	2.7
N#Cc1c(SCC(N)=O)nsc1SCC(N)=O	-0.1	0.0
O=C(CCc1ccccc1)NC(c1cccs1)c1cc(Cl)c2cccnc2c1O (stereo not given)	-4.0	31.0
CCN(CC)c1ccc2cc(C(=O)Nc3ccccc3Cl)c(=N)oc2c1	-4.4	-24.0
N#CC1=C(SCC(N)=O)NC(=O)CC1c1cccc(Cl)c1Cl (stereo not given)	-4.5	13.0
CN(C)n1cccc1C=C(C#N)S(=O)(=O)c1cccc(Cl)c1	5.3&0.5	x
C=CCSc1nnc2c(n1)OC(c1cccnc1)N(C(C)=O)c1ccccc1-2 (stereo not given)	0.8	-4.0
CSc1ccccc1NC(=O)C(c1ccccc1)n1cccc1 (stereo not given)	15.3	60.1*
CCCCOc1ccc(S(=O)(=O)N2CCC(Cc3nc4cccnc4n3C)C2)cc1 (stereo not given)	0.3	11.2
COc1ccc(C(=O)C2OC2c2ccc3c(c2)OCCCO3)c(OCc2ccccc2)c1 (stereo not given)	-1.1	-9.1
Cc1ccc(NC(=O)Cn2nc(C(F)(F)F)c(Cl)c2C)cc1C	-2.2	3.0
CCOC(=O)N1CCN(C(=O)C2CCN(Cc3ccc(CC)cc3)CC2)CC1	-3.0	-1.5

Carrying on.
SMILES	Pf apPOL inh	mHTT-CaM PPI inh
CCCS(=O)(=O)N1CCc2ccc(NC(=O)c3cccn(C)c3=O)cc2C1	-3.4	-14.2
Cc1ccccc1-c1cncc(C(=O)NCC(C)C)c1	-0.7	1.7
CCN1CCN(c2c(Cc3ccccc3)c(C)nc3ncnn23)CC1	-3.5	-3.5
Cc1ccc(-c2nc3cc(C)ccn3c2NC(=O)CC(C)C)cc1	-2.1	28.4
CCOc1ccc(CN2CCC(C(=O)N3CCc4ccccc4C3)CC2)cc1	8.9	4.4
O=C1C2C3C=CC(C3=C3CCCC3)C2C(=O)N1c1cccc(C(F)(F)F)c1 (stereo not given)	-9.0	-11.0
N#Cc1ccc(-c2nc(Cn3ccnc3)no2)cc1	7.1	3.2
CC(C)c1cccc(N2C=C(C#N)S(=O)(=O)c3ccccc32)c1	2.9	9.9
CCOC(=O)c1c(NC(=O)c2cc(=O)c3ccccc3o2)sc2c1CCN(C(C)=O)C2	2.0	4.1
COc1ccc(N2CCN(C(=O)c3ccc(Cl)s3)CC2)cc1	3.1	11.0
O=S(=O)(Nc1nonc1NS(=O)(=O)c1ccc(F)cc1)c1ccc(F)cc1	-5.5	3.0
O=C1NC(=S)NC(=O)C1=CC=Cc1c(O)[nH]c(=S)[nH]c1=O	12.2	x
COc1ccc(-c2nnn(CC(=O)Nc3ccc(F)c(Cl)c3)n2)cc1OC	-0.1	27.7
Cc1c(CC(=S)N2CCOCC2)sc2ccc(Cl)cc12	-3.0	x
CC1(C)CC(=O)C2=C(C1)c1c(ccc3ncccc13)NC2c1ccccc1Br (stereo not given)	1.8	14.0
O=C1CC2(CCCC2)C(=O)N1c1ccc(Cl)c(Cl)c1	-4.0&-1.9	x
COCCNC(=O)C1CCN(c2cnn(Cc3ccccc3)c(=O)c2)CC1	-2.8	3.5
O=C(O)Cn1c(C(=O)Nc2nc(-c3ccccc3Cl)cs2)cc2ccccc21	0.5	x
Cn1cc(/C=C2\C(=O)NC(=O)N(c3ccc(Br)cc3)C2=O)c2ccccc21	-3.8	9.0
CC(C)(C)c1ccc(C(=O)O)c(=O)[nH]1	-1.8	-6.0
COc1ccc(C(=O)N2CCC(C(=O)NCc3nc(C)no3)CC2)cc1OC	-6.4	-9.7
O=C(NCc1cccs1)c1cc(-c2ccc(Cl)s2)nc2ccccc12	-3.0	-9.0
Cc1ccccc1CSC1=NCCN1C(=O)Cc1cccs1	-12.8	-12.0
COc1ccc(CCNC(=O)CNS(=O)(=O)c2ccc(Br)s2)cc1OC	-3.2	-6.0
Cc1cccc(NC(=O)CN(C)S(=O)(=O)c2ccc3[nH]c4c(c3c2)CCCC4)c1	2.7	63.9*

Three compounds picked at random from the list so far:
SMILES	Pf apPOL inh	mHTT-CaM PPI inh
COc1ccc([N+](=O)[O-])cc1NC(=O)c1c([N+](=O)[O-])cnn1C	-3.3	-3.0
COc1ccc(N2C(=O)CC(N(C)Cc3ccccc3)C2=O)cc1 (stereo not given)	-10.7	-3.1
N#Cc1ccc(-c2nc(Cn3ccnc3)no2)cc1	7.1	3.2

Remaining list, next part.
SMILES	Pf apPOL inh	mHTT-CaM PPI inh
COc1ccc(-c2nc(-c3ccccn3)no2)cc1[N+](=O)[O-]	-7.0	4.4
COc1ccc(C2CC3(OCCO3)C3(CCCCC3)O2)cc1 (stereo not given)	-5.0	-36.4&-35.0
CCc1cc(C(=O)N2CCOCC2)nc2cc(-c3cccs3)nn12	-6.1	-12.6
O=c1c2ccccc2nc(/C=C/c2ccc([N+](=O)[O-])cc2)n1CCCO	-4.2	15.2
CC1=NN(c2cc(Cl)ccc2Cl)C(=O)/C1=C/c1ccccc1	3.1	14.0
CCCCNc1nnnc2c1sc1nc(N3CCOCC3)c3c(c12)CC(C)(C)OC3	-0.6	-1.0
COc1ccc(C(=O)N2CCCCC2c2nncn2C)cn1 (stereo not given)	-1.4	-4.3
Cc1ccc(S(=O)(=O)N2CCC(C(=O)NCC3CCCO3)CC2)cc1 (stereo not given)	-1.5	-2.3
Cc1cc2ncn(S(=O)(=O)c3ccc(Cl)c(C)c3)c2cc1C	-7.2	14.0
O=C(c1cnccn1)N1CCN(c2ccc(N3CCOCC3)nn2)CC1	-4.8	-4.5
Nc1cc(N)nc(SCC(=O)Nc2ccccn2)n1	2.4	-1.7
Cc1ccc(C(C(=O)NC2CCCCC2)N2CCC3(CC2)OCCO3)cc1 (stereo not given)	-5.7	-3.0

A second format for some results above:
molecule | Pf apPOL inh | mHTT-CaM PPI inh
O=c1c2ccccc2nc(/C=C/c2ccc([N+](=O)[O-])cc2)n1CCCO | -4.2 | 15.2
CC1=NN(c2cc(Cl)ccc2Cl)C(=O)/C1=C/c1ccccc1 | 3.1 | 14.0
CCCCNc1nnnc2c1sc1nc(N3CCOCC3)c3c(c12)CC(C)(C)OC3 | -0.6 | -1.0
COc1ccc(C(=O)N2CCCCC2c2nncn2C)cn1 (stereo not given) | -1.4 | -4.3
Cc1ccc(S(=O)(=O)N2CCC(C(=O)NCC3CCCO3)CC2)cc1 (stereo not given) | -1.5 | -2.3
Cc1cc2ncn(S(=O)(=O)c3ccc(Cl)c(C)c3)c2cc1C | -7.2 | 14.0
